High-throughput results from PubChem.
tim23-1 inh: growth inhibitors of tim23-1 mutant yeast. S. cerevisiae tim23-1 growth, BacTiter-Glo luminescence, 24 h. inhibition, % at 20 µM. hit rate 1.3% among 330,000;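 active means growth inhibition of the mutant yeast at or above 50%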;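 further: temperature-sensitive mutant grown at 25 °C; plate controls were DMSO-treated mutant yeast for no effect and medium wells lacking yeast for full effect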
TIM10 inh: inhibits growth of TIM10 yeast strain; S. cerevisiae TIM10 strain growth, BacTiter-Glo luminescence, 24 h; inhibition, % at 10 µM; hit rate 1.4% among 330,000; AID 463195;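 active means inhibition of 40% or more at the single tested concentration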;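 further: wild-type TIM10 isogenic control strain grown at permissive 25 °C; 0% = DMSO yeast wells and 100% = minimal medium wells without yeast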
MIN6 prolif: MIN6 beta-cell proliferation induction; proliferation, % at 10 µM; MIN6 cells proliferation, ATPlite luminescence, 48 h; cells starved in 0.2% serum; 100% = growth in 10% serum; hit rate 0.29% among 330,000;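 active means compounds whose signal lies at least 3.5 SD above the mean of all wells on their plate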;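 further: 0% = DMSO-treated cells in low-serum medium and 100% = 10% serum control; some compounds called inactive have numbers as strong as hits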
NLRP3 yeast inh: inhibitors of NALP3 inflammasome in yeast. Yeast reconstituted NLRP3/ASC/caspase-1, beta-gal luminescence, 24 h. inhibition, % at 10 µM. hit rate 0.39% among 330,000. AID 2825;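 active means inhibition of 50% or more; inactive means inhibition below 50%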;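 further: plate controls were induced DMSO wells for no effect and uninduced yeast grown without galactose for full effect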
NR3A LBD binder: modulators (binders) of human NR3A ligand-binding domain; NR3A LBD differential scanning fluorimetry, Tm shift; 0% = protein alone, 100% = glycine-bound protein; Tm shift relative to glycine control, % at 25 µM; hit rate 2.5% among 340,000; AID 1259313;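 active means melting temperature shift of at least 10% of the positive control shift, at one fixed dose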
APJ agonist: activates the human apelin receptor APJ | CHO-K1 APJ PathHunter beta-arrestin, luminescence; 0% DMSO wells, 100% apelin | P35414 | hit rate 0.11% among 330,000 | AID 2520 | activation, % at 20 µM;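 active means activation more than six SD over the plate average, tested at 20 µM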;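 further: 0% = DMSO alone and 100% = apelin-13 at 10 nM; some results filed as inactive read as strong as hits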
Target sequence (P35414 whole entry, looked up): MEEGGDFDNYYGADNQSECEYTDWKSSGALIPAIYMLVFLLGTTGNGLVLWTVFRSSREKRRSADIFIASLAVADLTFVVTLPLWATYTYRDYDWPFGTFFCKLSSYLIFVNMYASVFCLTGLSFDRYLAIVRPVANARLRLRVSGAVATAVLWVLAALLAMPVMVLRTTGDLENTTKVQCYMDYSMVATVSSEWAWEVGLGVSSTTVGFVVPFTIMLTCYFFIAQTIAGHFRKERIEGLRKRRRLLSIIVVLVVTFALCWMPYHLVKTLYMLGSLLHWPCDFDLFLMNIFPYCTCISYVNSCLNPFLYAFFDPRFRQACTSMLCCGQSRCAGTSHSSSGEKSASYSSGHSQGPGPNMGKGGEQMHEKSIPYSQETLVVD
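assay system = CHO-K1 APJ beta-arrestin complementation cell line | input = cell density 1000 per well | dosing = compound 20 µM once, DMSO 1% | timing = compound 90 min 25 °C, reagent 1 h | measured by = luminescence from split beta-galactosidase complementation, Galacton Star/Emerald II substrate | read-out basis = APJ agonist activity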
MPTP inh: inhibitors of mitochondrial permeability transition pore; isolated mouse mitochondria, Ca2+ swelling absorbance, 30 min; inhibition, % at 10 µM; hit rate 1.4% among 360,000;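 active means inhibition of 50% or more, scaled per plate between neutral and stimulator controls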;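 further: 0% = DMSO wells given calcium and 100% = 1 mM EGTA wells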
APJ antag: APJ receptor antagonism | AID 2521 | inhibition, % at 20 µM | CHO-K1 APJ beta-arrestin complementation, luminescence | hit rate 0.32% among 330,000;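 active means inhibition above about 40% at 20 µM, limit read from the data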;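 further: cells challenged with 10 nM apelin-13 agonist together with compound; plate controls were apelin-13 plus DMSO wells for no effect and DMSO wells lacking apelin-13 for full effect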
tim10-1 inh: growth inhibitors of tim10-1 mutant yeast. inhibition, % at 20 µM. S. cerevisiae tim10-1 ts strain growth, BacTiter-Glo, 24 h. AID 463190. hit rate 2.2% among 330,000;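 active means inhibition of at least 40%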;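 further: mutant grown at 25 °C; 0% = DMSO wells with yeast and 100% = wells holding no yeast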
* hit, by the source's call; · = no result given.

SMILES	tim23-1 inh	TIM10 inh	MIN6 prolif	NLRP3 yeast inh	NR3A LBD binder	APJ agonist	MPTP inh	APJ antag	tim10-1 inh
CCN(Cc1ccc2c(c1)OCCO2)C(=O)CN1C(=O)NC2(CCc3ccccc32)C1=O (stereo unspecified)	6	0	6	18	-3	-5	-1.4	6	13
NC(=O)c1nsc(C(=O)N(c2ccccc2)C(C(=O)NCc2ccc(F)cc2)c2ccc(O)cc2)c1N (stereo unspecified)	14	-6	0	9	-14	5	1.8	-17	14
O=C(NCCC(=O)N1CCCCCCC1)c1ccc(Cl)cc1	5	-38	0	35	2	11	-2.2	-1	6
O=C(NCC1CCCO1)C1CCC(N2C(=O)c3ccccc3C2=O)CC1 (stereo unspecified)	-10	-8	-2	-23	0	-2	-1.0	-7	-10
COC(=O)c1ccc(CS(=O)(=O)c2ccc(C)cc2)cc1	13	4	-2	-2	-1	-4	1.6	-6	16
Cc1ccc2c(c1)CCCN2C(=O)c1cc(C)on1	6	8	2	4	-1	9	-0.8	15	6
CCC(=O)Nc1ccc2oc(-c3cccc(C)c3)nc2c1	40	33	-3	19	-11	2	-0.9	4	29
Cc1onc(-c2c(Cl)cccc2Cl)c1COC(=O)c1ccc(Cl)cc1[N+](=O)[O-]	-19	3	-3	22	-1	0	-2.0	-23	-7
O=S(=O)(/N=C(/Sc1ccccc1)c1ccccc1)c1ccccc1	31	39	-6	12	2	-2	15	16	52*
CCN(CC)C(=O)N1CCN(C(=O)N(CC)CC)CC1	5	4	2	2	0	-4	-0.7	15	9
CCn1cc(/C=C(\NC(=O)c2cc(OC)c(OC)c(OC)c2)C(=O)NCCCN2CCOCC2)c2ccccc21	9	4	3	0	-2	-3	-0.1	15	20
Cn1c(=O)c2c(nc(N3CCNCC3)n2Cc2ccccc2Cl)n(C)c1=O	15	-5	-2	10	-2	-1	-2.5	10	1
CCCS(=O)(=O)c1nc(S(=O)(=O)c2ccc(C)cc2)c(N2CCCC(C)C2)s1 (stereo unspecified)	40	17	-6	5	0	-3	0.3	-1	26
Nc1ncnc(SCc2c(F)cccc2Cl)n1	24	-15	0	-24	0	-1	1.5	0	20
CCOC(=O)c1ccc(NC(=O)Nc2ccc(OC)c(OC)c2)cc1	3	9	-2	1	16*	1	65*	-16	21
CCCCN([C@H](CO)C(C)C)S(=O)(=O)c1ccccc1Br	41	-9	·	·	0	·	-1.7	·	22
Cc1ccc(NC(=O)CCNS(=O)(=O)c2ccc3[nH]c(=O)oc3c2)cc1F	5	-7	-2	1	-4	3	-1.4	-1	11
CSc1cccc(NC(=O)C(C)NS(=O)(=O)c2ccc(F)cc2)c1 (stereo unspecified)	6	2	-2	9	0	-3	-1.0	15	3
COc1cc(/C=N/N2C(=O)c3ccccc3C2=O)ccc1O	13	6	0	-19	7	-1	-0.1	-4	25
CCCn1c(SCC(=O)NC(=O)Nc2ccc(C)cc2C)n[nH]c1=O	-15	-5	-2	-10	-16	-3	1.6	-2	-7

An excerpt from above in order of their number in TIM10 inh, largest number first.
SMILES | TIM10 inh | NLRP3 yeast inh | NR3A LBD binder | APJ agonist | MPTP inh | APJ antag
CCN(CC)C(=O)N1CCN(C(=O)N(CC)CC)CC1 | 4 | 2 | 0 | -4 | -0.7 | 15
Cc1onc(-c2c(Cl)cccc2Cl)c1COC(=O)c1ccc(Cl)cc1[N+](=O)[O-] | 3 | 22 | -1 | 0 | -2.0 | -23
CCCCN([C@H](CO)C(C)C)S(=O)(=O)c1ccccc1Br | -9 | · | 0 | · | -1.7 | ·

The list goes on.
SMILES	tim23-1 inh	TIM10 inh	MIN6 prolif	NLRP3 yeast inh	NR3A LBD binder	APJ agonist	MPTP inh	APJ antag	tim10-1 inh
O=S(=O)(/C=C/c1ccccc1)Nc1ccc2c(c1)OCO2	17	6	-2	35	-4	1	-1.2	-2	21
O=C(COC(=O)/C=C/c1ccccc1Cl)NCCNC(=O)COC(=O)/C=C/c1ccccc1Cl	1	-1	5	4	-1	0	2.3	1	-7
O=C(NCc1ccccc1)c1ccc(Oc2ccc(C(=O)NCc3ccccc3)cc2)cc1	-5	-1	0	13	-2	-3	11	-7	-9
CCC(C)c1ccccc1N1CC(C(=O)N2CCN(S(=O)(=O)c3ccc(F)cc3)CC2)CC1=O (stereo unspecified)	-5	6	-1	13	-2	-5	0.4	-3	-17
Cn1cc(CN2CCC(n3nccc3NC(=O)CCCc3ccccc3)CC2)cn1	7	-4	1	0	-3	-6	-2.9	-18	22
COc1ccc(OC)c(C2=NOC(C(=O)N3CCN(c4ccccc4)CC3)C2)c1 (stereo unspecified)	29	-2	-2	43	2	-4	0.2	18	2
CCOc1ccc(CN(C)CCc2ccccn2)cc1	12	-6	-1	0	-1	-2	0.6	2	-6
CCCc1ccc(OCc2ccc(C(=O)NN)o2)c(OC)c1	22	17	1	24	2	-1	-0.3	-6	23
O=C(Nc1cccc(S(=O)(=O)NC2=NCCC2)c1)C1CCC1	5	1	-2	9	4	-2	0.2	2	1
COc1ccc(S(=O)(=O)Cc2ccc(C(=O)N3CCN(c4cccc(C)c4)C(C)C3)o2)cc1 (stereo unspecified)	31	16	-6	14	1	8	30	18	29
CC1=C/C(=C/N(C)c2ccccc2)C(=O)S1	21	0	-2	24	-2	3	-0.4	-5	22
COCCNC(=O)Cn1cc2c(n1)CCCCC2	8	-7	-2	11	-1	-3	-1.5	-55	5
CCOC(=O)C1CCCN(C(=O)c2cn(CC(C)C)c(=O)c3cc(OC)c(OC)cc23)C1 (stereo unspecified)	11	8	-2	2	-2	6	0.0	6	14
NC(CSC12CC3CC(CC(C3)C1)C2)C(=O)O (stereo unspecified)	44	19	-3	17	6	-3	0.4	19	27
Nc1ncnc2c1ncn2C1CCCC1	7	10	0	6	1	4	-4.1	12	-6
Cc1cccc(OCC(=O)Nc2ccc(C(=O)O)cc2NC(=O)COc2cccc(C)c2)c1	-1	7	-3	6	4	-1	-0.3	15	8
COc1ccc(Br)cc1/C=N/NC(=O)CN1CCCCC1	-11	0	-2	17	1	-2	-0.9	8	-7
CCN1c2ccccc2-c2nc3ccccc3n2C1c1ccncc1 (stereo unspecified)	19	4	-3	-1	0	-4	25	-3	23
CCn1cc(C2=NC(C)CO2)c2ccccc21 (stereo unspecified)	5	-16	-2	20	-2	-1	-1.0	14	18
O=C(c1cn(-c2ccccc2)nc1-c1ccncc1)n1nnc2ccccc21	40	27	-4	-3	0	2	-0.7	6	53*
CCOC(=O)Cc1c(C)nc2c(-c3ccccc3OC)c(C)nn2c1C	-3	13	-2	12	0	1	1.4	3	23
c1ccc2c(c1)oc1c(NCCCn3ccnc3)ncnc12	11	-8	-4	27	0	-1	-3.3	9	10
O=[N+]([O-])c1ccc(S(=O)(=O)Nc2cccc(-c3ccc(N4CCCC4)nn3)c2)cc1	-14	15	-4	17	-1	6	-0.9	-55	12
Cc1cccc(NC(=O)CNC(=O)CN2C(=O)NC3(CCCCC3C)C2=O)c1C (stereo unspecified)	-4	0	0	16	-2	-4	-1.3	12	-1
COc1ccc(NC(=O)/C(=C\c2ccc(F)cc2)NC(=O)c2ccco2)cc1	13	8	0	3	3	0	-2.1	1	-2
c1ccc(-c2nnc3n2CCCC3)cc1	-5	-2	0	2	1	-3	1.9	10	15
COc1ccc(CCNC(=O)CCN2C(=O)[C@@H]3Cc4ccccc4CN3C2=O)cc1	7	3	-4	-4	-1	-1	-1.5	4	0
CCc1ccccc1NC(=S)NCc1ccc2c(c1)OCO2	23	11	0	2	3	-5	-1.2	3	30
CCCCNC(=S)N(C)/N=C/c1c(F)cccc1F	20	11	2	-25	8	-3	4.2	-2	7
Cc1ccc(C2=C/C(=C\c3cccnc3)C(=O)O2)cc1	33	11	-3	-3	-3	-6	0.4	27	30
CC(C)(C)NC(=O)CN(C(=O)CS(=O)CC(=O)Nc1ccc(F)cc1)c1cccc(F)c1 (stereo unspecified)	3	-5	-2	7	-5	-1	1.7	9	6
Cc1cccc(NC(=S)/N=C(\N)Nc2nc(C)c3ccc(C)cc3n2)c1	20	24	-4	21	-28	0	-0.5	10	35
NCC(O)CN(c1ccccc1)c1ccccc1 (stereo unspecified)	-3	-5	-1	27	-1	-3	-0.2	14	1
CC(C)(C)CN1CCN(Cc2nc(-c3ccc(F)cc3)cs2)CC1CCO (stereo unspecified)	20	2	-4	8	-1	9	12	-9	4
CC(C)[C@H]1CC[C@@H](C)C(C(=O)c2ccccc2)C1=O (stereo partly specified)	-1	-39	0	14	1	0	1.0	3	7
O=C(O)c1ccc2c(=O)n(-c3ccc(F)cc3)c(=S)[nH]c2c1	11	-12	1	12	-1	-5	-0.9	2	3
CCCc1nnc(NC(=O)c2ccc([N+](=O)[O-])cc2)s1	2	8	-4	-24	1	1	2.7	1	-13
Cc1cc(C)nc(NC(=O)c2ccccc2O)n1	7	10	-3	21	0	-1	-0.4	-2	5
Cc1cc(C(=O)OCC(=O)N2CC(C)OC(C)C2)ccc1[N+](=O)[O-] (stereo unspecified)	12	10	-1	0	-2	-1	-0.3	2	-3
Cc1ccc(S(=O)(=O)N(C)C)cc1NC(=O)CSc1nncs1	-4	1	-3	14	0	-3	-0.2	5	-14
COc1ccccc1CN1CCNC(=O)C1CC(=O)N(C)Cc1nc(C)cs1 (stereo unspecified)	3	-2	-2	16	0	5	0.1	5	-13
Nc1nc(Nc2cccc(Cl)c2)nc(NCc2ccco2)c1[N+](=O)[O-]	17	18	-3	18	4	0	6.2	2	11
CC(NC(=O)/C=C/c1ccco1)c1nc2ccccc2n1Cc1c(Cl)cccc1Cl (stereo unspecified)	11	-11	-6	1	-2	1	0.3	-32	18
CCOC(=O)CNC(=O)CSc1nnc(-c2ccccc2)n1Cc1ccco1	25	9	-3	20	-1	-1	-2.0	-21	18
O=C(N/C(=C\c1cccnc1)C(=O)N1CCCCC1)c1cccc(Br)c1	20	0	1	20	-1	4	-0.5	-9	-7
Fc1ccc(CNc2nc3ccccc3n3nnnc23)cc1	1	-5	9	8	-1	-1	1.0	-14	9
CCOC(=O)CN(C(=O)c1ccccc1)c1ccccc1C	17	38	1	-51	1	1	-2.7	11	34
CCC(Cc1ccccc1)NC(=O)C1CCN(S(=O)(=O)c2c(C)noc2C)CC1 (stereo unspecified)	4	-16	0	-1	-1	-3	0.6	2	-9
O=S(=O)(c1cc(Cl)cc(Cl)c1O)N1CCC2(CC1)OCCO2	26	12	4	-4	3	-1	0.9	9	27
Cc1nc(SCC(=O)Nc2cccnc2Cl)nc(C)c1C	19	-11	-2	9	-2	1	-0.1	-8	3
Clc1ccc(-c2nnnn2-c2ccc(Cl)cc2)cc1	27	34	1	-8	-1	-5	2.2	19	25
Cc1cccc(C)c1NC(=O)C1CCCN1S(=O)(=O)c1ccc2c(c1)n(C)c(=O)c(=O)n2C (stereo unspecified)	-9	-5	2	16	2	-3	-4.2	16	-14
Cc1cccc(N2CCN(S(=O)(=O)c3ccc4c(c3)C(C)(C)C(=O)N4C)CC2)c1C	15	-2	-1	4	-1	-2	0.4	0	17
Cc1cc(C)n(C(C)CNC(=O)c2ccc3c(c2)OCO3)n1 (stereo unspecified)	17	-6	1	11	0	-4	0.4	-1	19
CC1Cc2ccccc2N1C(=O)CSc1nc2c(c(=O)n(C)c(=O)n2C)n1Cc1ccccc1 (stereo unspecified)	34	33	-4	-3	-17	-1	0.8	13	34
